# ssDAF-12 act: S. stercoralis DAF-12 activation, primary screen; activation, % at 6.8 µM; HEK293 ssDAF-12/GRIP1 lit1-tk-luc reporter, luminescence; % of 3 µM dafachronic acid response; AID 652126; 370,000 tested, 1% active;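 active = activation above the mean over all tested compounds plus 3 SD, cut at about 0.9% in these data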;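 also: 0% = DMSO-only wells and 100% = 3 µM delta7-dafachronic acid wells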
# hgDAF-12 ag: activates the H. glycines DAF-12 receptor ligand-binding domain; HEK293 GAL4-hgDAF12 UAS-luciferase reporter, agonist luminescence; normalized to butyrate control; activation, % at 6.8 µM; 370,000 tested, 1.8% active; AID 687014;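 active = activation above a cutoff set at the mean of all screened compounds plus 3 SD, cut at about 10% in these data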;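 also: 0% = DMSO wells and 100% = sodium butyrate wells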
# DAX1 inh-1: DAX1 (NR0B1) inhibition, primary screen | HEK293T StAR-luciferase reporter, SF-1/DAX-1 repression relief | inhibition, % at 6.8 µM | 370,000 tested, 1.1% active | AID 652010;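 active = inhibition above the mean over all tested compounds plus 3 SD, cut at about 3.6% in these data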;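 also: 0% = DAX-1 cells with DMSO and 100% = cells lacking DAX-1 with DMSO; higher inhibition means more luminescence from relief of DAX-1 repression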
# hcDAF-12 act: H. contortus DAF-12 activation, primary screen; HEK293 hcDAF-12 lit1-tk-luc reporter, luminescence; 0% DMSO, 100% Δ7-dafachronic acid; 370,000 tested, 1.4% active; activation, % at 6.8 µM;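 active = activation above the mean of all tested compounds plus 3 SD, cut at about 5.5% in these data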;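 also: 100% = response to 3 µM Δ7-dafachronic acid high control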
# PG9 Ab binder: binds the HIV-1 gp120 antibody PG9; AID 624416; TR-FRET gp120-PG9 antibody binding; inhibition, % at 6.7 µM; 360,000 tested, 0.43% active; in the data active = inhibition above about 8.5%
# SMARCA2 act: increases SMARCA2 function in MMTV reporter cells; MG213 cells, MMTV-luciferase reporter, dexamethasone, overnight; activation, % at 9.1 µM; 370,000 tested, 1% active; AID 652017; in the data active = activation above about 7.8%;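 also: 0% = vehicle wells and 100% = reference activator wells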
# ADAM17 inh: inhibits human ADAM17; 370,000 tested, 0.83% active; recombinant ADAM17, EDANS/DABCYL FRET peptide cleavage; inhibition, % at 6.95 µM; AID 720648; P78536;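 active = inhibition above the mean of compounds lying between control limits plus 3 SD, set per campaign, cut at about 8.5% in these data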;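 also: 0% = DMSO-only wells as the low control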
# Target sequence (P78536 215-824 limits assumed): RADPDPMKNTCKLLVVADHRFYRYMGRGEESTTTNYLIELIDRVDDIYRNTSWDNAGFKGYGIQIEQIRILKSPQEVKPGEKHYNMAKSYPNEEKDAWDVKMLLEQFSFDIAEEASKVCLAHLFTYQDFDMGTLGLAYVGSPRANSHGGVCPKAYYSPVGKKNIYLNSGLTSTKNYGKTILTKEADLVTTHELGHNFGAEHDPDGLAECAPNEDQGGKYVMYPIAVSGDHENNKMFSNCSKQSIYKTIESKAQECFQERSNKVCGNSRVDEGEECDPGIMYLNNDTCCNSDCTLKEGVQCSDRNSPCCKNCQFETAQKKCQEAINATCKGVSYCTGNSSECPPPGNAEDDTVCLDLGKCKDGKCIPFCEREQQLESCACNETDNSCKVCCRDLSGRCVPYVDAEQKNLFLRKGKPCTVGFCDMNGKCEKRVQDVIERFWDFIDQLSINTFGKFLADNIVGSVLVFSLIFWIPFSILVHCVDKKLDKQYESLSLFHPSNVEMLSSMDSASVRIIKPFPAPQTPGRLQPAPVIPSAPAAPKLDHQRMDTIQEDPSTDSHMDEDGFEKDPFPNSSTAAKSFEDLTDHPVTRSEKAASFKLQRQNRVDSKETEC
# ADAM10 inh: inhibitors of human ADAM10. O14672. recombinant ADAM10, EDANS/DABCYL FRET peptide cleavage, 3 h. 370,000 tested, 0.62% active. inhibition, % at 7 µM;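 active = inhibition above a per-campaign cutoff equal to the mean of compounds falling between control-based bounds plus 3 SD, cut at about 20% in these data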;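 also: 0% = DMSO wells while the 100% control is not disclosed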
# Target sequence (O14672 214-748 limits assumed): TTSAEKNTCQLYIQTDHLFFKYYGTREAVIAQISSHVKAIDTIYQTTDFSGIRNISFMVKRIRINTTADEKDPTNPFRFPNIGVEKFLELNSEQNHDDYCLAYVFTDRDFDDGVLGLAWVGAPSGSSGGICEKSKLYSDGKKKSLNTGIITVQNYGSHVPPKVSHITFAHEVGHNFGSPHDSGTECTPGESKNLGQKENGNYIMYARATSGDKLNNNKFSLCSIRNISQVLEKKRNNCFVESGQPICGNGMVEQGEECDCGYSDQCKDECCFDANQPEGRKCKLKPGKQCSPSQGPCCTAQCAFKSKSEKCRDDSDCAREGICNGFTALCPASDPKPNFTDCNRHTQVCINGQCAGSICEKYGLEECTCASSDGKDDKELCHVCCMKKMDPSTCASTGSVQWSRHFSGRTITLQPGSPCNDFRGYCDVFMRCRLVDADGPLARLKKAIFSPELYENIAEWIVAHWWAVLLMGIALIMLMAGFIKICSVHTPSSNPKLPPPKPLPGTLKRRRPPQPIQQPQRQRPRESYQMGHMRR
# DAX1 inh-2: inhibitors of human orphan nuclear receptor DAX1 (NR0B1) | P51843 | HEK293 Gal4-DAX1 luciferase reporter, luminescence | inhibition, % at 6.75 µM | 340,000 tested, 0.99% active | AID 504766;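 active = inhibition above the mean over all tested compounds plus 3 SD, cut at about 4.2% in these data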;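 also: 0% = DAX1-transfected cells with DMSO and 100% = empty-vector control cells with DMSO; inhibition shows as a rise in luminescence from relieved DAX1 repression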
# FXN GAA850 act: activators of GAA850 frataxin (FXN) promoter; HEK293 lucGAA850 FXN promoter luciferase reporter, 24 h; percent of 10 µM SAHA response; activation, % at 6 µM; 360,000 tested, 0.56% active;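 active = activation above the average of all compounds screened plus 3 SD, cutoff fixed separately per campaign, cut at about 7.5% in these data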;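 also: 0% = DMSO wells and 100% = 10 µM SAHA wells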
# GC-A act: GC-A (human) enzyme activation. P16066. HEK293 GC-A cells, cGMP TR-FRET, EC30 ANP; 0% at EC30 ANP, 100% saturating ANP. activation, % at 10 µM. 370,000 tested, 0.14% active; in the data active = activation above about 40%
# * = called active by the depositor; i = inactive; x = not tested or not shown. Rows are unselected. Share with any hit: about 6.8%.
SMILES,ssDAF-12 act,hgDAF-12 ag,DAX1 inh-1,hcDAF-12 act,PG9 Ab binder,SMARCA2 act,ADAM17 inh,ADAM10 inh,DAX1 inh-2,FXN GAA850 act,GC-A act
CCCCCNC(=O)CCCCn1c(=O)[nH]c2cc(OCC)c(OCC)cc2c1=O,-1.1,1.2,0.2,-0.2,-0.3,-4,-5,-1,0.4,1.2,-4
COc1ccc(Cl)cc1Nc1nc(C)cc(C)c1C(N)=O,-0.6,1.1,-0.3,-1.1,-0.8,-2,0,1,-0.4,3.3,3
C=C(C)CSc1nc(N)c2c(C)c(C)sc2n1,-0.8,2.2,0.4,-1.1,1.4,6,3,1,-0.6,6.3,2
CC(C)(C)c1ccc(C(=O)N2CCN(S(=O)(=O)c3ccc(Br)s3)CC2)cc1,-0.7,-0.7,0.8,-0.1,0.2,1,-1,-5,0.5,-0.2,1
Cc1nnc(NC(=O)C2COc3ccccc3O2)s1 (stereo not given),-0.3,7.5,1.3,1.2,-1.5,5,-4,3,0.0,3.6,3
Cn1c(Cc2ccccc2)n[nH]c1=S,-0.5,0.4,0.3,-3.1,-0.4,-1,2,1,-0.6,1.9,4
CCOc1cc(/C=C2/NC(=S)NC2=O)ccc1OCc1ccc([N+](=O)[O-])cc1,-0.9,1.0,0.3,1.5,-1.7,0,1,1,-0.6,-0.6,-11
COc1ccccc1N(CC(=O)N(C)Cc1ccccc1)S(=O)(=O)c1cccs1,-1.5,0.4,1.7,-0.8,-1.6,-4,7,5,1.6,-0.6,-5
O=C1CC(N2CCSCC2)C(=O)N1CCc1ccccc1 (stereo not given),-1.4,1.5,0.1,-0.9,1.2,-2,-4,3,0.0,0.8,0
Cc1ccc2[nH]c3c(c2c1)CN(C)CC3,-1.0,2.6,0.0,-0.6,1.6,0,-3,-4,-0.1,-1.1,-5

# 3 structures out of the list, arranged by heavy-atom count, descending:
SMILES,ssDAF-12 act,hgDAF-12 ag,DAX1 inh-1,hcDAF-12 act,PG9 Ab binder,SMARCA2 act,ADAM17 inh,ADAM10 inh,DAX1 inh-2,FXN GAA850 act,GC-A act
COc1ccc(Cl)cc1Nc1nc(C)cc(C)c1C(N)=O,-0.6,1.1,-0.3,-1.1,-0.8,-2,0,1,-0.4,3.3,3
Cc1ccc2[nH]c3c(c2c1)CN(C)CC3,-1.0,2.6,0.0,-0.6,1.6,0,-3,-4,-0.1,-1.1,-5
Cn1c(Cc2ccccc2)n[nH]c1=S,-0.5,0.4,0.3,-3.1,-0.4,-1,2,1,-0.6,1.9,4

# Going on with the list:
SMILES,ssDAF-12 act,hgDAF-12 ag,DAX1 inh-1,hcDAF-12 act,PG9 Ab binder,SMARCA2 act,ADAM17 inh,ADAM10 inh,DAX1 inh-2,FXN GAA850 act,GC-A act
CCS(=O)(=O)N1CCCC(C(=O)NCc2ccc(C)cc2)C1 (stereo not given),-1.5,1.1,0.1,-0.4,-2.3,1,-2,4,1.0,1.2,-4
CCCCN1C(=O)C(CC(=O)NCCCN(C)C)CC(C(=O)N2CCOCC2)=C1C (stereo not given),-1.1,0.3,-0.4,-0.4,1.1,6,2,3,3.2,1.2,5
Cc1cc(=O)oc2c(C)c(OCC(=O)N3CCC(C(=O)O)CC3)ccc12,-1.1,0.3,-0.2,-0.9,-1.9,0,-65,-266,2.1,-0.2,1
Cc1cc(C)cc(N(CC(=O)Nc2cccc(C)n2)S(=O)(=O)c2c(C)noc2C)c1,-1.4,1.8,-1.4,-1.5,-1.8,1,6,10,-4.3,-4.1,-4
CCOC(=O)c1c(CN(C)C)n(-c2ccccc2)c2cc(Br)c(OC)cc12,-1.4,-2.5,0.2,-2.3,-4.1,-3,6,6,-0.8,5.2,-7
COCCN(C(C)=O)c1nnc(-c2cnccn2)s1,0.1,1.9,-0.1,-1.7,0.2,4,-7,-21,0.7,0.8,-1
CCOc1ccccc1CN1CCN(Cc2cccc3nonc23)CC1CCO (stereo not given),-1.3,-1.3,0.6,0.8,-0.4,-1,-1,-5,-1.1,-0.5,-6
O=C1c2cc(S(=O)(=O)NCCCO)ccc2-c2ccc(S(=O)(=O)NCCCO)cc21,-1.2,0.0,-0.7,-0.7,1.9,-3,-2,-3,-0.9,0.2,4
CCOC(=O)C1=C(C)NC(=S)NC1c1ccc(-c2ccc(Cl)cc2)o1 (stereo not given),-0.9,-1.5,0.6,-3.7,0.0,-2,3,-2,-1.0,2.5,-15
CCCN(CCC)CCCNC(=O)c1cn(CCOC)c(=O)c2c1c1ccccc1n2C,-0.8,0.2,1.1,0.3,-1.5,1,-111,-335,3.5,-1.3,-5
CCc1ccc(C(=O)NNC(=O)C2CC(=O)N(c3ccc4c(c3)OCCO4)C2)cc1 (stereo not given),-0.5,-1.8,0.2,0.1,0.1,-3,3,8,0.1,1.5,3
Cc1ccc(-n2ccc(=O)c(C(=O)Nc3ccc(S(=O)(=O)Nc4nccc(C)n4)cc3)n2)cc1,-1.0,0.5,0.2,-0.5,0.9,-5,-7,-2,0.3,2.3,-9
O=C(CCn1cccc1)NCc1ccccc1,-1.2,-1.8,0.0,0.4,1.2,1,-3,6,1.0,1.6,3
Cc1csc(CNC(=O)C2CCC(=O)N(CCCc3ccccc3)C2)n1 (stereo not given),-0.9,0.5,-0.6,-1.8,-0.8,-1,-6,-3,0.3,0.2,1
Cc1ccc(C)c(C(=O)CSc2nnc(C)s2)c1,-1.0,2.0,0.2,-0.8,1.6,2,-1,1,-2.3,2.5,1
CCOc1ccccc1CNCCN1CCOCC1,-1.1,0.0,0.5,0.9,-1.2,4,3,-5,-0.2,-0.6,2
CCOC(=O)c1cc(C#N)c(Oc2cccc(C(F)(F)F)c2)nc1-c1ccccc1,-1.2,0.4,-0.4,-0.6,1.0,0,1,9,-0.2,0.7,0
COc1ccc(NC2(c3ccc(Cl)cc3)C(=O)c3ccccc3C2=O)cc1,-1.4,3.4,0.0,1.4,1.9,1,2,1,-0.3,1.2,-7
Cc1ccc(SCC(=O)OCC(=O)N(C)CC(=O)Nc2ccccc2Cl)cc1,-0.9,-1.7,1.0,-1.0,0.8,-3,2,-12,0.2,-0.2,2
O=C(CCN1C(=O)c2cccc([N+](=O)[O-])c2C1=O)Nc1nccs1,-1.9,-4.2,0.3,-1.6,-1.1,5,-3,5,-0.2,-1.0,-6
Cc1cc(C(=O)NCc2ccco2)on1,-1.0,5.3,0.3,0.9,1.2,5,-6,-20,0.1,1.1,1
COc1cc2c(cc1OC)-c1cc(Nc3ccc(F)cc3)nc(=O)n1CC2,-1.7,-1.8,-0.1,-3.3,-0.7,1,-4,-9,-0.5,5.6,14
CCOc1ccc(NC(=O)Nc2ccon2)cc1,-0.8,5.8,2.7,-1.1,1.5,1,0,0,-0.2,1.0,4
CCOc1ccc(S(=O)(=O)NC2=NCCCCC2)cc1,-1.3,0.0,1.2,-0.7,-1.4,1,4,2,-0.8,0.6,-1
CN1CCN(CCCNC(=O)c2cn(C)c3ccc(S(=O)(=O)N(C)C)cc3c2=O)CC1,-0.3,9.8,-0.7,-1.2,-1.4,-1,0,-4,0.8,-0.4,2
CCOc1cc(C=O)cc(Cl)c1OCC(N)=O,-0.2,2.6,0.6,-0.1,-2.1,1,-2,8,-0.8,2.9,-1
O=C(O)c1cccc(N/N=C/C2=C(Cl)c3cc(Cl)ccc3SC2)c1,1.4*,16*,3.5,5.4,-1.3,6,0,3,-0.2,5.1,-7
Cc1nnc(N2C(=O)c3cccc4c([N+](=O)[O-])ccc(c34)C2=O)s1,-0.9,-3.6,-0.3,0.3,-1.1,22*,0,10,-1.1,-1.4,23
O=C(OCC(=O)N1CCCC1=O)c1ccc(F)c(S(=O)(=O)N2CCOCC2)c1,-0.9,-0.5,0.3,0.9,-0.2,0,-4,-9,-0.6,1.4,2
O=C(NC1CCCC1)c1cc(-c2ccc(Cl)cc2Cl)on1,-0.4,6.5,0.6,0.0,-0.7,5,0,3,0.1,4.6,3
CCN(C1CCS(=O)(=O)C1)S(=O)(=O)c1ccc(OC)c(OC)c1 (stereo not given),-1.2,0.2,0.4,-1.2,-0.7,0,-3,0,2.3,0.5,4
CCN(CC(=O)NCc1ccco1)S(=O)(=O)c1ccc(OC)cc1,-1.4,0.1,-0.5,-0.9,-0.8,-3,0,6,-0.3,0.1,4
Cc1ccc(CNC(=O)CN2C(=O)COc3ccc(S(=O)(=O)N4CCCCC4)cc32)o1,-1.0,1.1,-1.1,-0.9,-2.5,1,1,2,0.3,0.3,2
CCOC(=O)N1CCN(CCC(=O)Nc2ccc(Br)c(C)c2)CC1,-2.0,-3.3,-1.1,-0.9,-0.3,-6,-5,-2,-0.6,1.1,2
O=C(c1ccc(F)cc1)n1cc(C(=S)N2CCOCC2)c2ccccc21,-1.9,-2.2,-0.7,-1.1,-1.1,-3,-2,0,1.0,1.4,2
COc1ccc(C=C2C(=O)OC(C)(C)OC2=O)cc1OC,-1.8,3.2,0.2,-0.8,-2.1,0,-4,-8,2.7,1.5,10
O=C(CN1C(=O)C2C3C=CC(C3)C2C1=O)Nc1ccc2nccnc2c1 (stereo not given),-0.6,3.0,1.0,1.8,0.4,-2,-160,i,1.1,-2.8,6
O=C(OCC1OC(n2ncc(=O)[nH]c2=O)C(OC(=O)c2ccccc2)C1OC(=O)c1ccccc1)c1ccccc1 (stereo not given),-1.1,-2.5,0.6,0.8,-0.4,-5,-3,9,-1.0,0.6,-10
CC(C)CCNc1nc2ccccc2nc1NS(=O)(=O)c1cccs1,-1.3,1.9,0.2,-0.6,0.8,0,-10,-32,1.4,1.8,1
NC(=O)c1cccc([N+](=O)[O-])c1,-0.6,1.5,0.4,1.4,-2.5,3,-2,-1,1.1,0.5,-3
CCC(CC)c1nnc(NC(=O)C2CSC3(C)CCC(=O)N23)s1 (stereo not given),-1.3,-0.9,1.5,-1.2,-0.6,-3,-5,-2,-0.3,0.6,2
CCOC(=O)c1ccc(-c2ccc(/C=N/NC(=O)c3cncc(Br)c3)o2)cc1,-0.5,1.1,0.8,2.4,0.7,-2,-6,-3,x,3.1,0
C/C(=N\NC(=O)c1cccc(S(=O)(=O)N2CCCC2)c1)c1cccs1,-1.3,6.1,2.3,0.2,-3.1,0,-7,-12,0.6,1.4,1
O=C(N1CCN(c2ccccc2F)CC1)C1(c2cccs2)CCOCC1,-1.8,0.6,-0.4,-0.4,-2.3,4,1,3,2.6,-0.8,-6
COc1cc2c(cc1OC)C(c1ccccc1[N+](=O)[O-])=NCC2,-1.9,-1.2,-2.4,-1.6,-1.1,2,1,-2,x,x,4
O=C(COn1nnc2ccccc21)NCC1CCCCC1,-0.1,5.5,1.2,0.6,-2.2,8.8*,-3,6,0.1,4.4,-2
COC(=O)[C@H](C(C)C)N1CCc2nnn(CC3CCCCC3)c2-c2ccccc2S1(=O)=O,-0.8,-0.6,-0.1,-3.7,x,-6,2,7,x,x,-3
Cc1cc(C)nc(NS(=O)(=O)c2ccc(N3C(=O)c4ccccc4C3=O)cc2)n1,-0.2,-0.5,-0.2,-0.9,-0.6,1,-4,-1,0.1,-2.4,1
Cc1nc(-c2ccccc2)nc2[nH]c(-c3ccccc3)cc(=O)c12,-0.8,-0.8,0.5,-0.3,7.4,-2,-9,-2,-0.8,1.8,4
O=C(c1ccc(Cl)cc1)c1c[nH]c(C(=O)NNc2cccc(Cl)n2)c1,-1.6,1.4,0.3,-3.3,-0.4,1,-1,4,-0.5,3.5,-4

# Screening data: PubChem, several laboratories
